Source: PubChem BioAssay (several laboratories)
LYPLA2 counter: blocks human lysophospholipase 2, a PME1 counter-screen; inhibition, % at 5.9 µM; O95372; recombinant LYPLA2, FP-Rh probe fluorescence polarization; 320,000 compounds, 0.38% hits;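 active means inhibition above the screen-wide mean plus 3 SD, limit set per campaign, cut at about 26% in these data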;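 further: 0% = LYPLA2 with DMSO and 100% = wells lacking LYPLA2 enzyme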
Target sequence (O95372 whole entry, looked up): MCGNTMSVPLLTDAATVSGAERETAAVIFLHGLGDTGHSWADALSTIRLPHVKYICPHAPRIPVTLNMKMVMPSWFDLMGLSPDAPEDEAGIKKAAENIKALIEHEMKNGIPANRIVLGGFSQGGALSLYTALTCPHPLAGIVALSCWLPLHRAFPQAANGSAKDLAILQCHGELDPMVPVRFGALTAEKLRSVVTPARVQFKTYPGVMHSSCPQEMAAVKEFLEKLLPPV
GASC-1 inh: inhibitors of human GASC-1 (JMJD2C) demethylase; GST-JMJD2C(1-420) H3K9me3 demethylation, DELFIA europium; inhibition, % at 2.35 µM; 330,000 compounds, 0.069% hits;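 active means more than half of a compound's replicate wells show inhibition beyond 50%, single wells judged on their own value; inconclusive means some, but no more than half, of replicates pass 50% inhibition; inactive means no replicate passes 50% inhibition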;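 further: signal counts dimethyl H3K9 product captured on neutravidin plate; 0% = median of DMSO wells and 100% = 0.3 times that DMSO median; strong numbers were not always called active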
PP5 inh: blocks human protein phosphatase 5 activity. AID 1987. purified PP5c, OMFP substrate fluorescence. 320,000 compounds, 0.18% hits. P53041. inhibition, % at 6.7 µM;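 active means inhibition above the campaign's mean inhibition across all tested compounds plus 3 SD, cut at about 9.5% in these data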;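 further: 0% = DMSO only and 100% = 100 µM cantharidin control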
TPT1 inh: blocks Candida albicans tRNA 2'-phosphotransferase. recombinant caTPT1, FP RNA substrate dephosphorylation. inhibition, % at 5 µM. 300,000 compounds, 0.81% hits. AID 1962;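 active means inhibition above the mean of all tested compounds plus 3 SD, set per screening campaign, cut at about 24% in these data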;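 further: plate controls were DMSO alone for no effect and ferristatin control at 100 nM for full effect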
PP1 inh: counter-screen for PP5 inhibitors: inhibitors of human PP1-alpha. P62136. purified PP1alpha, OMFP fluorescence. inhibition, % at 6.7 µM. 320,000 compounds, 0.9% hits. AID 2235;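 active means inhibition above the mean inhibition of all tested compounds plus 3 SD, computed separately for each screening campaign, cut at about 15% in these data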
Target sequence (P62136 whole entry, looked up): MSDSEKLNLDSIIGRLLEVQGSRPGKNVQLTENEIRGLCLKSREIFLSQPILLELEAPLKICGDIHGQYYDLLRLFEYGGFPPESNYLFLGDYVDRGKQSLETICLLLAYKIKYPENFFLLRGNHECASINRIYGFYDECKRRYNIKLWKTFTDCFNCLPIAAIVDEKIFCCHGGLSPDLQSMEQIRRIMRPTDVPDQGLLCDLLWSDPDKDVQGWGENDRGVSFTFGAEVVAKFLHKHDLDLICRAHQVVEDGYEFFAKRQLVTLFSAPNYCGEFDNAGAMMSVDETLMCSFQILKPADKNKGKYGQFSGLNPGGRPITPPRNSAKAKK
HCV core dimer: HCV core protein dimerization inhibition; TR-FRET GST/Flag-core106 dimerization, 1536-well; inhibition, % at 5 µM; 300,000 compounds, 0.33% hits;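 active means inhibition above the mean of all tested compounds plus 3 SD, set per screening campaign, cut at about 45% in these data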
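test system = GST/Flag-tagged HCV core106 proteins | probe or stimulus = Eu donor and XL665 acceptor anti-tag antibodies | times = compound-protein-antibody incubation 4 h at 22.5 °C | signal = TR-FRET, excitation 340 nm, emission 617 and 671 nm | measure = percent inhibition of core106 dimerization signal | controls = wells lacking GST-core106 and wells with excess unlabelled core106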
Efflux pump mplx: blocks antifungal efflux pumps in multiplex yeast assay | S. cerevisiae Candida pump triplex, Nile Red efflux | inhibition, % at 10 µM | 330,000 compounds, 0.44% hits | AID 485275;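 active means plate passing quality check with inhibition over a set limit, or well fluorescence over plate mean plus 4 SD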;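 further: Nile Red retained in pooled yeast measured as flow cytometry median fluorescence; 0% = buffer negative control and 100% = Enniatin B positive control; higher means more Nile Red kept so more efflux inhibition; some compounds called inactive have numbers as strong as hits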
PREPL inh: human PREPL enzyme inhibition. Q4J6C6. recombinant PREPL, fluorescence polarization activity-based probe. inhibition, % at 5.96 µM. 320,000 compounds, 0.68% hits; in the data active means inhibition above about 43%;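 further: 0% = enzyme with DMSO and 100% = wells lacking enzyme; many of its hits are not listed in these tables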
Fh CTSL1 inh: blocks F. hepatica cathepsin L1 in PFM18AAP counter-screen | recombinant F. hepatica cathepsin L1, Z-Leu-Arg-MCA fluorescence | inhibition, % at 5.96 µM | 300,000 compounds, 0.49% hits;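 active means inhibition above the mean of all tested compounds plus 3 SD, set per screening campaign, cut at about 17% in these data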;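 further: 0% = plate median of test compound wells and 100% = 1 µM Z-Phe-Ala-diazomethylketone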
Numbers without * were called inactive; ? = inconclusive; · = no result given. An excerpt; the hit share may differ from the screen's.

SMILES	LYPLA2 counter	GASC-1 inh	PP5 inh	TPT1 inh	PP1 inh	HCV core dimer	Efflux pump mplx	PREPL inh	Fh CTSL1 inh
C/C(CC(c1ccccc1)c1c(O)c2ccccc2oc1=O)=N\NC(N)=S (configuration not stated)	4	3	0.9	-3	2	-9	0.0	7	-1
CC(C)NS(=O)(=O)c1ccc(OCC(=O)N2CCN(Cc3ccc4c(c3)OCO4)CC2)c(Cl)c1	3	3	0.1	2	-3	0	0.1	6	2
O=C1NC(=O)C(CCc2ccccn2)(Cc2ccc3c(c2)OCO3)C(=O)N1CCc1ccccc1 (configuration not stated)	7	20	4.8	4	2	12	0.8	-15	0
Cn1c(O)c(C=NC2CC(C)(C)NC(C)(C)C2)c(=O)n(C)c1=O	-2	-6	-3.4	-1	-3	-4	0.1	-5	0
CCOc1ccc(NC(=O)c2ccc(NC(=O)COC(=O)Cc3ccccc3)cc2)cc1	0	4	1.5	2	11	16	0.0	-11	-2
O=C(c1ccccc1)c1cn(CC(=O)N2CCOCC2)c2ccccc12	6	6	-0.6	-6	3	-4	0.1	1	1
CCN1C[C@]2(C)CC[C@H](OC)[C@]34C2[C@H](OC(C)=O)[C@@]2(OCO[C@@]25C[C@H](OC)[C@H]2C[C@]3(O)C5[C@H]2OC)[C@@H]14	-1	6	-0.1	2	3	1	-0.3	-3	-2
CC(=NCCN1CCOCC1)c1c(O)n(-c2ccccc2C)c(=O)[nH]c1=O	0	4	-1.0	0	1	-10	-0.1	4	-3
Cc1ccnc(NS(=O)(=O)c2ccc(N=Cc3c(O)n(C)c(=O)n(C)c3=O)cc2)n1	-6	-17	-1.6	85*	0	0	-0.3	-8	0
CC1=CC(C)C(COC(N)=O)(COC(N)=O)C(C)C1 (configuration not stated)	0	11	2.1	2	-3	2	0.1	1	-2
COc1cccc(N2C(=O)/C(=C/c3ccc(C)o3)C(=O)NC2=S)c1	3	14	2.6	35*	1	9	0.2	-4	0
CN(C)C(Cc1ccc(Cl)cc1)C(=O)c1ccccc1 (configuration not stated)	-1	-5	1.6	-2	0	11	0.1	6	0
CC(C)(C)OC(=O)c1c(N)n(Cc2ccco2)c2nc3ccccc3nc12	-4	-6	1.4	4	3	-1	0.1	7	7
CCN(CC)C(=O)c1ccc(NC(=O)c2cc(-n3cnnc3)ccc2Cl)cc1	12	1	2.5	1	1	4	-0.2	15	2
O=P(O)(O)Cc1ccccc1OP(=O)(c1ccccc1)c1ccccc1	-1	-7	2.4	-2	-3	3	0.1	-7	-1
CCC(=NCC1CCCO1)c1c(O)n(-c2ccc(OC)cc2)c(=O)[nH]c1=O (configuration not stated)	-1	-6	-2.8	-4	-3	-3	-0.1	3	2
COc1ccc(C2(C#N)CC[N+](C)(C)CC2)cc1	-1	-6	0.1	-1	-3	-1	0.0	2	-5
O=C(NCc1ccccn1)c1ccccc1Cl	1	3	0.3	-1	-2	-3	-0.2	8	1
CN1CC(C(=O)c2ccc(F)cc2)C(c2c(F)cccc2Cl)C1 (configuration not stated)	6	-7	-2.3	-2	-1	-5	0.0	18	4
Cc1ccc(C(=O)COC(=O)Cc2ccccc2)cc1	5	6	0.3	1	2	-7	0.1	-9	-6
COc1ccccc1N1C(=O)NC(=O)/C(=C/c2ccc([N+](=O)[O-])s2)C1=O	1	17	1.3	13	0	4	0.0	21	2
COC(=O)C1=CCCN(C)C1	0	-19	1.0	1	0	4	-0.1	5	-3
CCN1CCN(c2ccc([N+](=O)[O-])cc2C(=O)OC)CC1	-6	-7	2.7	0	-2	-6	0.4	11	-3
COC1=CC2C3Cc4ccc(OC)c(O)c4C2(CCN3C)CC1=O (configuration not stated)	-8	-3	-2.5	·	-4	·	0.1	13	·
O=C1N(CN2CCOCC2)c2ccccc2C1(O)c1c[nH]c2ccccc12 (configuration not stated)	-7	7	1.1	2	-1	-1	0.0	-6	1
(further entries)
SMILES	LYPLA2 counter	GASC-1 inh	PP5 inh	TPT1 inh	PP1 inh	HCV core dimer	Efflux pump mplx	PREPL inh	Fh CTSL1 inh
CC(C)Cn1cc(C(=O)N2CCC3(CC2)OCCO3)c2c3ccccc3n(C)c2c1=O	3	-4	1.8	-1	-1	1	0.5	15	-2
CN1CCCC(C(=O)c2ccccc2)C1 (configuration not stated)	4	1	3.8	-3	1	-3	-0.1	-2	0
O=C(c1ccccc1F)c1cn(CC(=O)N2CCOCC2)c2ccccc12	1	-4	4.2	0	-3	-10	0.1	11	-2
CN(C)CCc1nc2ccccc2c(=O)n1-c1ccccc1	-1	-4	0.9	3	-1	-8	-0.1	2	-5
CC(=O)c1cn(Cc2ccc(F)cc2)c2ccccc12	-1	8	2.2	-1	3	-24	0.0	13	3
Cc1ccc(N2Cc3ccccc3C2=N)cc1[N+](=O)[O-]	-5	-2	0.1	2	-1	1	-0.2	-5	0
CCCc1nc2ccccc2c(=O)n1-c1ccccc1OC	3	7	-0.5	-4	-1	-3	0.0	17	3
Cn1c(O)c(Cc2cccc(Cl)c2Cl)c(=O)n(C)c1=O	-5	-46	1.3	-3	-2	0	-0.1	9	-1
CC(C)(C)P(=O)(NCc1ccccc1)c1ccccc1 (configuration not stated)	-1	11	1.3	1	-1	4	0.1	1	0
N#CCCn1cc(C(=O)Nc2ccccc2Cl)c(-c2ccc([N+](=O)[O-])cc2)n1	5	1	3.2	-3	-1	-5	0.1	17	-3
COc1ccc(-c2nn(CCC#N)cc2C(=O)Nc2ccccc2Br)cc1	2	44	2.1	-1	3	-8	-0.1	-8	1
COc1ccc(OC)c(NC2=NCCCS2)c1	6	-5	1.1	4	-4	-3	0.0	13	10
COc1ccc(-n2c(C)nc3ccccc3c2=O)c([N+](=O)[O-])c1	-4	13	1.7	-1	1	-1	0.0	10	2
CSc1nc2ccc(C)cc2c(=O)n1-c1cccnc1	6	-7	0.6	2	-1	-3	0.3	10	1
C=Cn1ccnc1P(=S)(c1ccccc1)c1nccn1C=C	0	5	0.2	1	-1	-5	0.2	-6	0
COc1cc(OC)c(OC)cc1/C=C1\C(=O)NC(=O)N(Cc2ccccc2)C1=O	1	6	2.4	13	1	4	0.1	-10	0
Cc1ccc(/C=C2/C(=O)NC(=O)N(C)C2=O)cc1	7	?	-2.6	1	0	5	0.0	-4	-1
O=c1c2ccccc2nc(CNc2ccccc2)n1-c1ccccc1	-1	-10	0.5	0	4	41	0.3	-5	-4
Clc1cccc(N2CCNCC2)c1Cl	-3	-4	1.0	-1	5	1	0.0	-7	-1
CNC(=S)N(C)CCc1cc2c(c(OC)c1C=C1C(=O)NC(=O)NC1=O)OCO2	2	-38	-1.2	-2	-6	2	-0.1	-4	-2
Cc1ccsc1C(=O)C1CCCN(Cc2ccc(O)cc2)C1 (configuration not stated)	0	16	-0.3	0	1	-2	-0.2	22	2
COc1ccc([C@@H](O)[C@@H](N)c2ccccc2)cc1	-1	-2	-2.6	-1	-4	0	-0.1	-7	0
Cc1ccc(-c2cc(C(=O)N3CCC4(CC3)OCCO4)no2)cc1	-3	-5	-1.5	0	-1	2	0.2	3	-2
CCOC(=O)C1CCN(/C=C2/C(=O)NC(=O)N(c3ccc(OCC)cc3)C2=O)CC1	-2	11	0.1	12	-6	2	0.0	9	-2
Nc1c2c(nc3sc4c(c13)CCCCC4)CCCC2	0	-1	1.5	0	-1	8	0.2	9	0

Structural class: the compounds so far containing sulfur
SMILES	LYPLA2 counter	GASC-1 inh	PP5 inh	TPT1 inh	PP1 inh	HCV core dimer	Efflux pump mplx	PREPL inh	Fh CTSL1 inh
C/C(CC(c1ccccc1)c1c(O)c2ccccc2oc1=O)=N\NC(N)=S (configuration not stated)	4	3	0.9	-3	2	-9	0.0	7	-1
CC(C)NS(=O)(=O)c1ccc(OCC(=O)N2CCN(Cc3ccc4c(c3)OCO4)CC2)c(Cl)c1	3	3	0.1	2	-3	0	0.1	6	2
Cc1ccnc(NS(=O)(=O)c2ccc(N=Cc3c(O)n(C)c(=O)n(C)c3=O)cc2)n1	-6	-17	-1.6	85*	0	0	-0.3	-8	0
COc1cccc(N2C(=O)/C(=C/c3ccc(C)o3)C(=O)NC2=S)c1	3	14	2.6	35*	1	9	0.2	-4	0
COc1ccccc1N1C(=O)NC(=O)/C(=C/c2ccc([N+](=O)[O-])s2)C1=O	1	17	1.3	13	0	4	0.0	21	2
COc1ccc(OC)c(NC2=NCCCS2)c1	6	-5	1.1	4	-4	-3	0.0	13	10
CSc1nc2ccc(C)cc2c(=O)n1-c1cccnc1	6	-7	0.6	2	-1	-3	0.3	10	1
C=Cn1ccnc1P(=S)(c1ccccc1)c1nccn1C=C	0	5	0.2	1	-1	-5	0.2	-6	0
CNC(=S)N(C)CCc1cc2c(c(OC)c1C=C1C(=O)NC(=O)NC1=O)OCO2	2	-38	-1.2	-2	-6	2	-0.1	-4	-2
Cc1ccsc1C(=O)C1CCCN(Cc2ccc(O)cc2)C1 (configuration not stated)	0	16	-0.3	0	1	-2	-0.2	22	2
Nc1c2c(nc3sc4c(c13)CCCCC4)CCCC2	0	-1	1.5	0	-1	8	0.2	9	0
